Myeloid diff 2 – induction of myeloid progenitor differentiation, primary screen, cell-based, flow cytometry, MLPCN library; calls only at 10 µM; actives 1% (n = 360,000); ER-HoxA9 myeloid progenitors, lysozyme-GFP differentiation;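 active = normalized GFP-positive differentiation at or above the plate's own cutoff, the solvent-only control mean plus 3 SD; inconclusive = no clear call, values can overlap the other calls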;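 note: cells exposed to compound for four days before flow analysis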
Myeloid diff 2 GFP+ MAC1+ % – also measured in Myeloid diff 2; calls as there; GFP+ MAC1+ double positive, %; measured here: differentiation confirmed by MAC1 staining
An asterisk follows results filed as active; i = inactive; ? = inconclusive; nt = not tested or not shown; + = active, no number. The list is partial; the hit share may differ from the screen's.

SMILES	Myeloid diff 2	Myeloid diff 2 GFP+ MAC1+ %
CCOC(=O)C1=CCC(C(C)(C)C)N(S(=O)(=O)c2ccc(C)cc2)C1 (stereo unspecified)	i	0.9
COC(=O)[C@]12CCCCC=C1N(Cc1ccccc1)C(=O)[C@H](CC(=O)NCc1cccs1)C2	i	0.5
Cc1ccc(C)c(NC(=O)C2(C)CCN2C(=O)C(C)C)c1 (stereo unspecified)	i	1.4
CCOC(=O)[C@]12CCC=C1N(Cc1ccco1)C(=O)[C@H](CC(=O)NCc1ccc(OC)c(OC)c1)C2	i	1.3
CCc1nc2ccc(C(=O)N(C)Cc3ccccc3)cn2c1N(C)Cc1ccc(OC)cc1	i	0.1
CC1=CN2C(c3cccc([N+](=O)[O-])c3)=NON(c3ccc(C)cn3)C2C=C1 (stereo unspecified)	i	0.6
CCC(=O)N1Cc2cc(C(=O)NCC(F)(F)F)nc(-c3cccc(-c4cncnc4)c3)c2[C@@H]1CCO	i	1.0
C[C@@H]1COc2cccc(N3CCC[C@@H]3CO)c2S(=O)(=O)N1	i	1.0
CNc1ccc2ncc(-c3ccccc3NC(C)=O)n2n1	i	0.3
CC(C)NC(=O)CN1CCN(C(c2cc3ccccc3o2)c2nnnn2C(C)(C)C)CC1 (stereo unspecified)	i	0.9
COc1ccc(CNC(=O)OC2CC3CC2[C@H]2CCCCN2C3=O)cc1 (stereo partly specified)	i	1.3
COc1ccc(CCN2C(=O)CCC2(C)c2nnnn2Cc2ccccc2)cc1OC (stereo unspecified)	i	0.7
Nc1cc(N)cc(C(=O)c2ccccc2)c1	i	1.5
CC(C)(C)C(=O)c1c(N)[nH]c(C(=O)c2ccccc2)c1-c1c(F)cccc1F	i	1.1
Cc1ccccc1-c1cc2c(c3c1ccn3C)C1CCC2O1 (stereo unspecified)	i	1.4
CC(C)Nc1ncnc2c1ncn2[C@H]1CN(Cc2ccc(Cl)cc2)C[C@@H](CO)O1	i	1.5
CC(=O)CC1c2cc(F)ccc2C=C(c2ccsc2)N1c1ccc(-c2ccc(C(N)=O)cc2)cc1 (stereo unspecified)	i	1.2
CN(C)CCNc1ncnc2c1ncn2[C@H]1CN(Cc2ccc(-c3ccccc3)cc2)C[C@@H](CO)O1	i	0.3
CCCCNc1nccnc1-c1cccc(C=O)c1	i	0.6
CSc1ccc(NC(=O)C2(C)CCN2C(=O)Cc2ccc(C(C)(C)C)cc2)cc1 (stereo unspecified)	i	1.0
Cc1cccc(C)c1NC(=O)C(c1ccccc1OC(F)(F)F)N1CCC(c2ccccc2)CC1 (stereo unspecified)	i	0.9
Cc1c(C(=O)NCc2ccc3c(c2)OCO3)sc(=O)n1Cc1ccc(S(C)(=O)=O)cc1	i	2.6
CCOC(=O)[C@]12CCCC=C1N(Cc1cccc3ccccc13)C(=O)[C@H](CC(=O)NCCCCc1ccccc1)C2	i	0.5
COC(=O)[C@@]12C[C@@H](CC(=O)NCC3CCCCC3)C(=O)N(Cc3ccccc3)C1=CCC(C)(C)C2	i	3.9
CCOC(=O)N(C)c1c(CC)nc2c(OCc3ccc(F)cc3)cccn12	i	1.1
COc1ccc(-c2csc(C(C)(O)c3ccccc3)n2)cn1 (stereo unspecified)	i	0.8
Cc1cc2nc(-c3cccc(Br)c3)c(CC3CCCCC3)n2c(C)c1Br	i	1.2
O=C(NCc1ccco1)c1ccc2sc([C@H]3C[C@H](O)[C@@H](CO)O3)nc2c1	i	0.6
COc1cccc(C(NC(C)=O)c2nc(-c3ccccc3OC)cs2)c1 (stereo unspecified)	i	1.1
CCCCNC(=O)c1nc(-c2cccnc2)oc1-c1ccc(OC(F)(F)F)cc1	i	4.2

Reprinted at random: 3 entries already listed.
SMILES	Myeloid diff 2	Myeloid diff 2 GFP+ MAC1+ %
CCc1nc2ccc(C(=O)N(C)Cc3ccccc3)cn2c1N(C)Cc1ccc(OC)cc1	i	0.1
CC(=O)CC1c2cc(F)ccc2C=C(c2ccsc2)N1c1ccc(-c2ccc(C(N)=O)cc2)cc1 (stereo unspecified)	i	1.2
Cc1cccc(C)c1NC(=O)C(c1ccccc1OC(F)(F)F)N1CCC(c2ccccc2)CC1 (stereo unspecified)	i	0.9

Continuation.
SMILES	Myeloid diff 2	Myeloid diff 2 GFP+ MAC1+ %
CC1(C(=O)N2Cc3ccccc3C2)CCN1C(=O)C1(c2ccccc2)CC1 (stereo unspecified)	i	1.0
O=C(O)c1ccc(CN2C[C@@H](CO)O[C@@H](n3cnc4c(N5CCOCC5)ncnc43)C2)cc1	i	1.1
COc1ccc(S(=O)(=O)N[C@H]2CC[C@H](CCNC(=O)c3ccccc3F)O[C@@H]2CO)cc1	i	2.3
Cn1c(=O)c2c(n(C)c1=O)n(C)c(=O)n2C	i	1.7
CC1(Oc2ccc(CC#N)cc2)CCN(Cc2ccc(-n3ccnc3)cc2)C1 (stereo unspecified)	i	1.3
Cc1cccc(-c2cnc(C(O)c3ccc(Cl)cc3C)[nH]2)c1 (stereo unspecified)	i	1.1
CCc1ccc(OC2(C)CCN(Cc3ccccc3OC(F)F)C2)cc1 (stereo unspecified)	i	1.1
CC(=O)Nc1cccc(-c2ccnc3c2CC(C)(C(=O)NCc2ccncc2)O3)c1 (stereo unspecified)	i	0.3
COC(=O)c1ccc(CC2(C)C(=O)Nc3ccc(OC(F)(F)F)cc32)o1 (stereo unspecified)	i	1.2
O=C(Cn1c(Cn2c(-c3cnccn3)nc3ccccc32)nc2ccccc21)c1ccc(OC(F)(F)F)cc1	i	0.6
N#Cc1c(N)[nH]c(C(=O)c2ccccc2)c1-c1ccc(Cl)cc1	i	2.0
O=C(Nc1nnc([C@@H]2C[C@H](O)[C@@H](CO)O2)s1)Nc1ccccc1Oc1ccccc1	i	1.3
N#CC1=C(Nc2ccccc2Cl)SC(c2ccncc2)NC1=O (stereo unspecified)	i	0.8
COc1ccc(NC(=O)C2Cc3c(-c4cccc(F)c4)ccnc3O2)cn1 (stereo unspecified)	i	0.5
COC(=O)c1cccc(CN2C(=O)C(C)Oc3ccc(C)cc32)c1 (stereo unspecified)	i	0.9
CSCCC(NC(=O)OCc1ccccc1)NC(=O)OCc1ccccc1	i	1.7
Cc1ccc(S(=O)(=O)NC(=O)C2(C)CCN2C(=O)Cc2cc(F)ccc2F)nc1 (stereo unspecified)	i	0.4
CC(C)C[C@H]1CN(CCCC[C@@H]2CNC(=O)C(=O)N2CC2CCCCC2)C(=O)C(=O)N1CC1CCCCC1	i	0.7
CC(=O)NC(C)(c1ccccc1)c1nc(/C=C/c2ccccc2)cs1 (stereo unspecified)	i	0.9
CC(=O)Nc1cnc(-c2ccc(O)cc2C)cn1	i	0.4
Cc1cccnc1C1=NOC(Cc2ccccc2)C(=O)N1Cc1ccccc1F (stereo unspecified)	i	3.1
CCOC(=O)C1(C)CCCCCN1C(=O)c1snnc1C (stereo unspecified)	i	1.0
CCOC(=O)N1CCN(C(=O)C[C@@H]2C[C@@]3(C(=O)OCC)CCC=C3N(Cc3ccco3)C2=O)CC1	i	1.2
Cc1ccc(-c2nc3c4ccccc4ccn3c2Cc2ccsc2)cc1	i	1.2
CNc1cc(C(=O)Nc2cccc(OCc3ccccc3)c2)ncn1	i	0.9
CC(O)(c1ccc(F)c(F)c1)c1nc(-c2cccc(C#N)c2)cs1 (stereo unspecified)	i	0.9
CCOCCC(=O)Nc1ccc2c(c1)c(=O)n(C)n2-c1ccccc1F	i	1.1
O=C(NCC1CC1)c1ccc(-n2ccnc2)c2ccoc12	i	0.5
OC[C@@H]1CN(CCN2CCOCC2)C[C@H](n2cnc3c(Nc4ccccc4)ncnc32)O1	i	1.7
COc1ccccc1CN1C(=O)C(C)ON=C1c1ccccc1F (stereo unspecified)	i	3.4
O=C(Nc1nc2ccccc2s1)c1ccc2sc([C@H]3C[C@H](O)[C@@H](CO)O3)nc2c1	i	0.6
CCOC(=O)N(C)c1c(CC)nc2c(OCC(=O)C(C)(C)C)cccn12	i	0.3
CCc1nc2c(OCc3ccc(C(F)(F)F)cc3)cccn2c1N(C)C(=O)c1ccc(OC)cc1	i	1.0
Cc1cccc(S(=O)(=O)NC(=O)C2(C)CCN2C(=O)CCc2ccccc2)c1 (stereo unspecified)	i	0.9
Cc1ccc(-c2cc3nc(NCCc4ccncc4)n(C)c(=O)c3s2)cc1	i	1.6
CC(=O)N1Cc2cc(C(=O)NCC(F)(F)F)nc(-c3cccc(-c4cc5ccccc5o4)c3)c2[C@@H]1CCO	i	0.7
COc1cc(F)ccc1-c1cc(C(=O)NCc2cc(C(F)(F)F)cc(C(F)(F)F)c2)[nH]n1	i	0.8
CC1(C(=O)NCc2cccs2)Cc2c(-c3ccccc3)ccnc2O1 (stereo unspecified)	?	nt
Cc1c2cnn(CC(=O)N3CCOCC3)c(=O)c2c(C)n1Cc1ccc(F)cc1	i	5.3
CC(=O)c1ccc(OCc2c(-c3ccccc3)nnn2CC(=O)NS(=O)(=O)c2ccc(C)cc2)cc1	i	0.8
CC(C)NC(=O)N[C@H]1C=C[C@H](CC(=O)NCc2ccc(Oc3ccccc3)cc2)O[C@@H]1CO	i	3.4
COc1ccc(CCNC(=O)c2cc3ccc(Cl)cc3nc2N)cc1	i	1.4
COc1ccc(C(NC(=O)C2CCN(CCOc3ccccc3)CC2)c2ccccn2)cc1 (stereo unspecified)	i	0.3
COc1ccc(NC(=O)C2(C)CCN2CCOc2ccc(C)cc2)cc1OC (stereo unspecified)	i	1.4
CCOC(=O)C1=CCN(S(=O)(=O)c2ccccc2F)C1c1ccc(C)cc1 (stereo unspecified)	i	0.2

An excerpt from above in order of formula weight, rising.
SMILES	Myeloid diff 2	Myeloid diff 2 GFP+ MAC1+ %
CC1(C(=O)NCc2cccs2)Cc2c(-c3ccccc3)ccnc2O1 (stereo unspecified)	?	nt
CCOC(=O)N(C)c1c(CC)nc2c(OCC(=O)C(C)(C)C)cccn12	i	0.3
CCOC(=O)C1=CCN(S(=O)(=O)c2ccccc2F)C1c1ccc(C)cc1 (stereo unspecified)	i	0.2

Back to the main list, starting three compounds before the break.
SMILES	Myeloid diff 2	Myeloid diff 2 GFP+ MAC1+ %
COc1ccc(C(NC(=O)C2CCN(CCOc3ccccc3)CC2)c2ccccn2)cc1 (stereo unspecified)	i	0.3
COc1ccc(NC(=O)C2(C)CCN2CCOc2ccc(C)cc2)cc1OC (stereo unspecified)	i	1.4
CCOC(=O)C1=CCN(S(=O)(=O)c2ccccc2F)C1c1ccc(C)cc1 (stereo unspecified)	i	0.2
OCCCNc1ncnc2c1ncn2[C@H]1CN(Cc2ccc(Cl)cc2)C[C@@H](CO)O1	i	0.6
CCOC(=O)C1(C)CCCCCN1C(=O)c1ccc(C(=O)OC)cc1 (stereo unspecified)	i	1.5
CC(=O)Nc1ccc(-c2ccnc3c2CC(C)(C(=O)Nc2ccccc2)O3)cc1 (stereo unspecified)	i	0.7
CCOC(=O)C1(C)CCCN(C(=O)c2cc(F)cc(F)c2)C1 (stereo unspecified)	i	0.7
CC(C)(C)c1ccc(C(=O)N2CCOC23CCCCC3)cc1	i	0.8
N#Cc1ccc2[nH]cc(C3c4cc(F)ccc4C=C(c4ccsc4)N3c3ccc(C#CCCO)cc3)c2c1 (stereo unspecified)	i	1.5
COc1ccccc1CNc1nc(Nc2cccc(-c3cnco3)c2)c2sccc2n1	i	0.6
COCCNC(=O)C1(C)CCCN(Cc2cc(C(F)(F)F)ccc2Cl)C1 (stereo unspecified)	i	0.9
CCc1nc2c(OCc3cccc(Cl)c3)cccn2c1N(C)C(=O)c1ccc(OC)cc1	i	0.7
C1=C(c2cn(-c3nc4ccccc4s3)nn2)CCCC1	i	0.6
COc1ccc(F)cc1-c1cc(NC(C)=O)c2ncc(-c3cc(OC)c(OC)c(OC)c3)n2c1	+	4.3*
Nc1nc2ccccc2cc1C(=O)NCc1ccc(-c2ccccc2)cc1	?	nt
CCOc1ccc(CCN2C(=O)C(=O)N([C@@H](Cc3ccc(O)cc3)CN3CCC[C@H]3CN3C(=O)C(=O)NC[C@@H]3Cc3ccccc3)C[C@@H]2Cc2ccc(O)cc2)cc1	i	1.9
COc1ccc(S(=O)(=O)NC(=O)C2(C)CCN2C(=O)CC2CCCCC2)cc1OC (stereo unspecified)	i	0.9
O=C(NCCCN1CCCC1)c1[nH]c(C(F)(F)F)nc1-c1ccccc1	i	0.5
CC(C)c1ccc(CC(=O)N2CCC2(C)C(=O)Nc2cnc3ccccc3c2)cc1 (stereo unspecified)	i	1.2
CC(C)(C)C(=O)c1c(N)[nH]c(C(=O)c2ccccc2)c1-c1ccc(Cl)cc1	i	0.8
CCc1nc2ccc(C(=O)NCCOc3ccc(OC)cc3)cn2c1N(C)C(=O)Cc1ccccc1	i	1.0
CC(N)c1csc(Nc2cc(Oc3ccccc3)ncn2)n1 (stereo unspecified)	i	0.8
O=C(Nc1ccc2c(c1)OCCO2)C(C1CC1)N1CCC(Cc2ccccc2)CC1 (stereo unspecified)	i	0.9
COC(=O)c1c(-c2ccccc2)oc2c1C(OCCO)CCC2 (stereo unspecified)	i	0.8
COCCNC(=O)C1(C)CCCN(CC(=O)c2ccc(OC)cc2)C1 (stereo unspecified)	i	1.3
CCCc1c(-c2ccccc2Br)ncn1Cc1ccccc1OC	i	2.2
CC(c1nc2ccccc2[nH]1)n1c(-c2ccncc2)nc2ccccc21 (stereo unspecified)	i	1.8
CC1(C(=O)NCc2ccc(F)c(F)c2)Cc2c(-c3cccc(C(F)(F)F)c3)ccnc2O1 (stereo unspecified)	i	0.3
CC1(C(=O)O)CCN1C(=O)/C=C/c1ccccc1 (stereo unspecified)	i	0.7
O=C(Nc1nnc([C@H]2C[C@H](O)[C@@H](CO)O2)s1)Nc1ccc(F)cc1F	i	0.2

Screening results (PubChem)
